Pf growth 96h – inhibits malaria parasite growth, 96 h. Potency, µM (doses to about 28.7 µM), inactives show at the top dose activity change, negative = inhibition, usual class: inhibitors. P. falciparum luciferase reporter growth, 96 h. 320,000 compounds, 6.9% hits; further: potency means the concentration at half of the fitted maximal effect; on the % scale 0 is the no-effect control and ±100 the full control effect
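Infected RBCs, 2% Hct / 0.05% parasitemia final; luciferase-reporter P. falciparum; cpd 96 h, 37 C, 5% CO2; luciferase detection reagent; luminescence.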
FBPA Giardia inh – Giardia lamblia aldolase inhibition. A8B2U2. purified Giardia FBPA. Potency, µM (titrated, usually from 59.6 µM), without a hit: at the highest dose activity, negative = inhibition, actives largely listed as inhibitors. 290,000 compounds, 0.71% hits. AID 2451; further: potency means the concentration at half of the fitted maximal effect; on the % scale 0 is the no-effect control and ±100 the full control effect; nearly all actives have a fitted effect of over 55% in size
Target sequence (A8B2U2 whole entry, looked up): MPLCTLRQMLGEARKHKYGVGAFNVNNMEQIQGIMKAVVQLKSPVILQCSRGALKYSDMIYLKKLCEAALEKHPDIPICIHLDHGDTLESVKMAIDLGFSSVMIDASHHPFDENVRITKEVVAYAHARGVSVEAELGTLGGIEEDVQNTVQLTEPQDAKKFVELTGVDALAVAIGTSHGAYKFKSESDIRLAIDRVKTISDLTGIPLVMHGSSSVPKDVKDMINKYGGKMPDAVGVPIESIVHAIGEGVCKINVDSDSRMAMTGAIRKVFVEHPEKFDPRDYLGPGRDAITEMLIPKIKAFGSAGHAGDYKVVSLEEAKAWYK
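40 nM FBPA preincubated 10 min at RT with compound (up to 57.5 uM final), then substrate plus GAPDH/TPI/NAD/arsenate coupling and diaphorase/resazurin added. Fluorescence read after 20 min at RT, 525/598 nm.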
Pf growth 48h – inhibits P. falciparum growth in the first generation, 48 h. P. falciparum luciferase growth in erythrocytes, 48 h. Potency, µM (highest dose often 28.7 µM), for the others: top-dose activity change, negative = inhibition, most hits filed as inhibitors. 310,000 compounds, 5.9% hits. AID 504832; further: potency means the concentration at half of the fitted maximal effect; on the % scale 0 is the no-effect control and ±100 the full control effect
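Compounds are pin-transferred into medium, infected erythrocytes (2% hematocrit, 0.1% parasitemia final) are added, and plates sit one parasite generation at 37 C in 5% CO2. Detection reagent is then added and luminescence measured.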
CHX counter – counter-screen for Shiga toxin inhibitors: cycloheximide protein synthesis inhibition; cell reporter, cycloheximide protein synthesis inhibition counterscreen; max response, %; 300,000 compounds, 12% hits; AID 2314; in the data active means max response mostly above about 13%, no sharp cut-off; inactive means mostly below about 14%; further: read at 38.3 µM for the half of the compounds with a filed dose; 0% is about no effect
Shiga toxin inh – Shiga toxin inhibition. 290,000 compounds, 9.2% hits. inhibition, % at 38.7 µM. Vero cells, Shiga toxin protein synthesis inhibition reporter; in the data active means inhibition mostly above about 28%, no sharp cut-off; inactive means mostly below about 43%; further: 0% is about no effect
Sm TGR inh – inhibitors of Schistosoma mansoni thioredoxin glutathione reductase. purified TGR, DTNB reduction, TNB absorbance 405 nm. 360,000 compounds, 3% hits. Potency, µM (highest dose often 114 µM), for inactives: top-dose activity change, negative = inhibition, most hits filed as inhibitors. Q962Y6; further: potency means the concentration at half of the fitted maximal effect; on the % scale 0 is the no-effect control and ±100 the full control effect; nearly all actives have a fitted effect of over 60% in size
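Kinetic colorimetric format: TGR-catalysed, NADPH-driven DTNB reduction monitored via TNB absorbance. Enzyme dispensed at 20 nM; compound exposure 15 min at room temperature before reaction start.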
* hit, by the source's call; [ ] = another dose, or the depositor's remark. Unless noted, the call rests on the fitted dose curve; in most records, active means well fitted curve in the direction sought with a large enough effect; inconclusive means small, poorly fitted or top-dose-only effect, or another doubt; inactive means no such curve, though single readings can be large; an effect the other way counts as inactive or inconclusive.

For O=C1C2CCCN2C(c2ccco2)N1c1ccc(F)cc1 (configuration not stated) the results were Pf growth 96h 17%, FBPA Giardia inh 4%, Pf growth 48h -8%, CHX counter -5, Shiga toxin inh -21 and Sm TGR inh 3%.
For CN(C)S(=O)(=O)c1cccc(C(=O)N2CCC(C(=O)O)(c3ccccc3)CC2)c1 the results were Pf growth 96h -11%, FBPA Giardia inh 4%, Pf growth 48h 1%, CHX counter -4, Shiga toxin inh -14 and Sm TGR inh 0%.
CC1(C)CC(NC(=O)c2cccc([N+](=O)[O-])c2)CC(C)(C)N1 was read as Pf growth 96h 189%[activator], FBPA Giardia inh -5%, Pf growth 48h 8%, CHX counter -2, Shiga toxin inh -3 and Sm TGR inh -2%.
For Cc1ccc(CCNC(=O)CS(=O)Cc2nc(-c3cccs3)oc2C)cc1 (configuration not stated) the results were Pf growth 96h -7%, FBPA Giardia inh -5%, Pf growth 48h -9%, CHX counter -2, Shiga toxin inh -11 and Sm TGR inh 8.9µM*.
For COc1ccc(OC)c(-n2c(=S)[nH]c3cc(C(=O)N4CCCCC4)ccc3c2=O)c1 the results were Pf growth 96h 3%, FBPA Giardia inh -26%, Pf growth 48h 5%, CHX counter -2, Shiga toxin inh 1 and Sm TGR inh -10%.
For O=C(COC(=O)Cc1ccc(Br)cc1)NCc1ccc2c(c1)OCO2 the results were Pf growth 96h 19%, Pf growth 48h 71%[activator] and Sm TGR inh 6%.
O=C(CCCN1C(=O)c2cccc3cccc(c23)C1=O)NCCN1CCOCC1 was read as Pf growth 96h -47%[5.75 µM], FBPA Giardia inh 3%, Pf growth 48h -21%, CHX counter -2, Shiga toxin inh -3 and Sm TGR inh -13%.
For COc1cccc(N2CCN(CC(=O)NC(=O)NC3CCCCC3)CC2)c1 the results were Pf growth 96h 38%[activator], Pf growth 48h 0% and Sm TGR inh 0%.
For COc1cc([N+](=O)[O-])ccc1N=Nc1c(N)[nH]n(-c2ccccc2)c1=O the results were Pf growth 96h 0%, FBPA Giardia inh -20%, Pf growth 48h -4%, CHX counter 11, Shiga toxin inh 13 and Sm TGR inh -9%.
For CCN(CC(=O)NC(C)(C)C)C(=O)c1ccc(Br)cc1 the results were Pf growth 96h 12%, FBPA Giardia inh 7%, Pf growth 48h -16%, CHX counter -2, Shiga toxin inh 34 and Sm TGR inh 1%.
`O=S(=O)(c1ccc(S(=O)(=O)N2CCOCC2)cc1)N1CCCC1` gave Pf growth 96h -4%, FBPA Giardia inh 3%, Pf growth 48h 2%, CHX counter -5, Shiga toxin inh 4 and Sm TGR inh -6%.
`O=C(CN(C(=O)Cn1nnc(-c2cccs2)n1)c1ccc2c(c1)OCCO2)NC1CCCCC1` gave Pf growth 96h -8%, FBPA Giardia inh -6%, Pf growth 48h -22%, CHX counter 32*, Shiga toxin inh 56* and Sm TGR inh 5%.
For COC(=O)c1sccc1NC(=S)Nc1ccc(OC)cc1 the results were Pf growth 96h -14%, FBPA Giardia inh -19%, Pf growth 48h 19%, CHX counter 1, Shiga toxin inh -11 and Sm TGR inh inconclusive.
`O=C(COC(=O)COc1cccc(Br)c1)Nc1ccc(F)cc1F` gave Pf growth 96h 24%, Pf growth 48h 0% and Sm TGR inh -1%.
COc1ccc(/C=C(\NC(=O)c2ccc(OC)cc2)C(=O)Nc2ccc(C(=O)O)cc2)cc1 was read as Pf growth 96h inconclusive, FBPA Giardia inh 2%, Pf growth 48h 19%, CHX counter 1, Shiga toxin inh 1 and Sm TGR inh 0%.
`CN1CCN(C(=O)c2ccccc2-c2ccccc2C(=O)O)CC1` gave FBPA Giardia inh 3%, CHX counter -3, Shiga toxin inh -12 and Sm TGR inh 8%[11.4 µM].
For C=CCSc1nnc(COc2ccc(=O)n(-c3ccccc3)n2)n1CC the results were Pf growth 96h inconclusive, FBPA Giardia inh 0%, Pf growth 48h 261%[activator], CHX counter 13, Shiga toxin inh 7 and Sm TGR inh 8%.
`S=C(NCc1ccco1)Nc1cc(Cl)c(Cl)cc1Cl` gave Pf growth 96h -19%, FBPA Giardia inh -1%, Pf growth 48h 12%, CHX counter 9, Shiga toxin inh 20 and Sm TGR inh 44%[activator].
`O=C(c1ccccc1Sc1ccccc1[N+](=O)[O-])N1CCCCC1` gave Pf growth 96h inconclusive, FBPA Giardia inh -11%, Pf growth 48h inconclusive, CHX counter -2, Shiga toxin inh 7 and Sm TGR inh -2%.
`CCOC(=O)N/N=C(\C)c1ccc(C)o1` gave Pf growth 96h 9%, FBPA Giardia inh 5%, Pf growth 48h 12%, CHX counter 12, Shiga toxin inh 27 and Sm TGR inh 5%.
CCOC(=O)c1sc(NC(=O)Cn2nnc3sc4c(c3c2=O)CCCC4)nc1C was read as Pf growth 96h 49%[activator], FBPA Giardia inh 4%, Pf growth 48h -4%, CHX counter 2, Shiga toxin inh -5 and Sm TGR inh 3%.
COc1cccc(-c2nc(C(=O)NCC3CCCO3)cc3c2[nH]c2ccccc23)c1 (configuration not stated) was read as Pf growth 96h 8.3µM*, FBPA Giardia inh 12%, Pf growth 48h inconclusive, CHX counter -3, Shiga toxin inh -12 and Sm TGR inh 10%.
For CCCCCCSc1nsc(N)n1 the results were Pf growth 96h 152%[activator], FBPA Giardia inh 21%, Pf growth 48h 42%[activator], CHX counter 23*, Shiga toxin inh 59* and Sm TGR inh -18%.
Oc1cccc(/C=N/Nc2ccc(Cl)nn2)c1O was read as Pf growth 96h inconclusive, FBPA Giardia inh inconclusive, Pf growth 48h 0.41µM*, CHX counter 43*, Shiga toxin inh 60* and Sm TGR inh -29%.
Screening COc1ccc(CN(CC(=O)NCc2ccco2)C(=O)CCC(=O)Nc2nccs2)cc1 returned FBPA Giardia inh 4%, Pf growth 48h -4%, CHX counter -2, Shiga toxin inh 10 and Sm TGR inh -35%.
For Cc1nc(Cl)sc1C(=O)Nc1ccc(C(F)(F)F)cc1 the results were Pf growth 96h -15%, FBPA Giardia inh 0%, Pf growth 48h 11%, CHX counter 20* and Sm TGR inh 2%.
`COc1ccc(CC(C(=O)Nc2cccc(F)c2)c2nn[nH]n2)c(OC)c1` (configuration not stated) gave FBPA Giardia inh -25%, Pf growth 48h 13%, CHX counter 17*, Shiga toxin inh 38 and Sm TGR inh -3%.
Screening O=C(CCc1nnc2ccc(NCc3ccco3)nn12)Nc1ccccc1F returned Pf growth 96h 32%[activator], Pf growth 48h 22%, CHX counter 6, Shiga toxin inh 5 and Sm TGR inh inconclusive.
`Cc1cccc(NC(=O)c2ccc3[nH]c(=O)c(=O)[nH]c3c2)n1` gave Pf growth 96h -4%, FBPA Giardia inh -5%, Pf growth 48h 10%, CHX counter -1, Shiga toxin inh 24 and Sm TGR inh 1%.
`CCOc1cc(/C=N\NC(=O)c2ccc(NC(=O)CC)cc2)ccc1OC(=O)c1ccccc1` gave Pf growth 96h 63%[activator], FBPA Giardia inh 8%, Pf growth 48h 9%, CHX counter 1, Shiga toxin inh 4 and Sm TGR inh 1%.
Screening Cc1cc(NC(=O)c2ccc(C)s2)n(-c2ccccc2)n1 returned Pf growth 96h -20%, FBPA Giardia inh 1%, CHX counter -6, Shiga toxin inh -7 and Sm TGR inh 0%.
For CCSc1ccccc1C(=O)Nc1nncs1 the results were Pf growth 96h inconclusive, FBPA Giardia inh 4%, Pf growth 48h inconclusive, CHX counter 0, Shiga toxin inh 5 and Sm TGR inh 0%.
Screening O=C(c1ccc(Cl)nc1)N1CCN(S(=O)(=O)c2ccccc2)CC1 returned Pf growth 96h 26%, FBPA Giardia inh -3%, Pf growth 48h 55%[activator], CHX counter -1, Shiga toxin inh -3 and Sm TGR inh 5%.
O=C(NCCCN1CCCC1=O)c1cc(-c2cccnc2)nc2ccc(Cl)cc12 was read as Pf growth 96h -1%[5.75 µM], FBPA Giardia inh 0%, Pf growth 48h -21%, CHX counter -2, Shiga toxin inh -9 and Sm TGR inh 1%.
`CC[C@@]12C(=O)N(c3cccc(Br)c3)C(=O)N1[C@H](c1ccc(Br)cc1)[C@@H]1C(=O)N(C(C)(C)C)C(=O)[C@@H]12` gave Pf growth 96h 4.7µM*, Pf growth 48h 10µM* and Sm TGR inh 0%.
COc1ccc(-n2c(O)c(/C=N/NS(=O)(=O)c3ccc(C)c([N+](=O)[O-])c3)c3ccccc3c2=O)cc1OC was read as Pf growth 96h 12µM*, FBPA Giardia inh -10%, Pf growth 48h inconclusive, CHX counter -4, Shiga toxin inh -10 and Sm TGR inh 10µM*.
`COc1ccc(C(=O)Nc2cc(-c3ccccc3)nn2-c2ccccc2F)cc1` gave Pf growth 96h inconclusive, Pf growth 48h inconclusive and Sm TGR inh 14%.
`O=C(NCCN1CCCCC1)c1ccc2c(c1)OCCO2` gave FBPA Giardia inh 3%, Pf growth 48h 44%[activator], CHX counter 14*, Shiga toxin inh 31 and Sm TGR inh 10%.
COc1cc(NC(=O)c2cc(-c3cccnc3)nc3ccc(C)cc23)c(OC)cc1Cl was read as Pf growth 96h 22%, FBPA Giardia inh -12%, Pf growth 48h 20%, CHX counter -1, Shiga toxin inh -2 and Sm TGR inh -2%.
`COc1ccc2c(C)cc(SCC(=O)Nc3c(C)n(C)n(-c4ccccc4)c3=O)nc2c1` gave Pf growth 96h 23%, FBPA Giardia inh 6%, Pf growth 48h -1%, CHX counter -2, Shiga toxin inh 16 and Sm TGR inh 0%.
For CCOC(=O)C1CCN(C(=O)CCCNC(=O)Cn2cnc3sc(C)c(C)c3c2=O)CC1 the results were Pf growth 96h inconclusive, FBPA Giardia inh -10%, Pf growth 48h 2%, CHX counter -2, Shiga toxin inh 4 and Sm TGR inh 3%.
For COc1ccc(C(=O)NNS(=O)(=O)c2ccccc2)cc1OC the results were Pf growth 96h -9%, FBPA Giardia inh -2%, Pf growth 48h 0%, CHX counter -2 and Sm TGR inh -1%.
`COc1cccc(/C=C2\SC(=N)N(c3ccc(F)cc3)C2=O)c1` gave Pf growth 96h inconclusive, FBPA Giardia inh 3%, Pf growth 48h 16%, CHX counter 13, Shiga toxin inh 9 and Sm TGR inh 3%.
For C=CCn1c(O)c(C(C)=Nc2cccc(C(=O)O)c2)c(=O)[nH]c1=O the results were Pf growth 96h 27%, FBPA Giardia inh -13%, Pf growth 48h 12%, CHX counter 29*, Shiga toxin inh 62* and Sm TGR inh -23%.
CCO[C@H]1OC(C(=O)N2CCN(Cc3ccc4c(c3)OCO4)CC2)=C[C@@H](C)[C@@H]1CCCO was read as Pf growth 96h 3%, FBPA Giardia inh 5%, Pf growth 48h -1%, CHX counter 1, Shiga toxin inh 2 and Sm TGR inh -17%.
`COc1cccc(CNC(=O)CN2C(=O)CSc3ccc(S(=O)(=O)N4CCCCC4)cc32)c1` gave Pf growth 96h inconclusive, FBPA Giardia inh -6%, Pf growth 48h inconclusive, CHX counter 2, Shiga toxin inh -1 and Sm TGR inh -14%.

4 successive entries from above, quoted:
`COc1cccc(/C=C2\SC(=N)N(c3ccc(F)cc3)C2=O)c1` gave Pf growth 96h inconclusive, FBPA Giardia inh 3%, Pf growth 48h 16%, CHX counter 13, Shiga toxin inh 9 and Sm TGR inh 3%.
For C=CCn1c(O)c(C(C)=Nc2cccc(C(=O)O)c2)c(=O)[nH]c1=O the results were Pf growth 96h 27%, FBPA Giardia inh -13%, Pf growth 48h 12%, CHX counter 29*, Shiga toxin inh 62* and Sm TGR inh -23%.
CCO[C@H]1OC(C(=O)N2CCN(Cc3ccc4c(c3)OCO4)CC2)=C[C@@H](C)[C@@H]1CCCO was read as Pf growth 96h 3%, FBPA Giardia inh 5%, Pf growth 48h -1%, CHX counter 1, Shiga toxin inh 2 and Sm TGR inh -17%.
`COc1cccc(CNC(=O)CN2C(=O)CSc3ccc(S(=O)(=O)N4CCCCC4)cc32)c1` gave Pf growth 96h inconclusive, FBPA Giardia inh -6%, Pf growth 48h inconclusive, CHX counter 2, Shiga toxin inh -1 and Sm TGR inh -14%.

Outcome played no part in choosing rows; 24% or so of the library scored in one or more.
